# ABHD4 inh = ABHD4 inhibitors, primary screen, biochemical, fluorescence polarization, mouse | (Lyso)-N-acylphosphatidylethanolamine lipase (Mus musculus), Q8VD66 | purified mABHD4, FP-Rh probe fluorescence polarization | inhibition, % at 8.92 µM | 370,000 tested, 0.54% active | AID 720543, 2013;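 active = inhibition exceeding the mean over every tested compound plus 3 SD, cut at about 30% in these data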;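 note: 0% = plate median of compound wells and 100% = S159A mutant with DMSO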
#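 assay system = mABHD4 protein | compound dosing = single nominal dose of 8.92 µM, 0.89% DMSO final | read-out basis = percent inhibition of probe binding, normalized to plate controls | schedule = Enzyme–compound pre-incubation 45 min, then probe 60 min, both 25 °C | detection = fluorescence polarization, excitation 525 nm, emission 598 nm, BODIPY TMR filters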
# PG9 binder = binders of HIV-1 gp120 antibody PG9, primary screen, biochemical, TR-FRET. TR-FRET gp120-PG9 antibody binding. AID 624416, 2012. inhibition, % at 6.7 µM. 360,000 tested, 0.43% active. HIV-1 gp120 / PG9 antibody interaction; in the data active = inhibition above about 8.5%
# NR1D1 modulator = modulators of Rev-erb alpha DNA binding, primary screen, biochemical, FITC-DNA, fluorescence polarization, uHTS; 370,000 tested, 0.79% active; Nuclear receptor subfamily 1 group D member 1 (Homo sapiens), P20393; activity, % at 10 µM; Rev-erbα–FITC-DNA binding, 90 min;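 active = activity above about 14%, limit read from the data; passing the limit was not always enough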;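 note: 0% = DMSO wells with 35 nM protein and 100% = DMSO wells with 750 nM protein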
# ARFGAP1 inhibitor = inhibitors of rat ARFGAP1 GAP activity, primary screen, biochemical, fluorescence polarization, GDP tracer | Arfgap1-stimulated ARF1 GTP hydrolysis, GDP FP detection | inhibition, % at 16.5 µM | 360,000 tested, 0.26% active | ADP-ribosylation factor GTPase-activating protein 1 (Rattus norvegicus), Q62848;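 active = inhibition above a per-plate limit, mean inhibition of low control wells plus 3 SD, cut at about 25% in these data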;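 note: 0% = DMSO wells with enzyme and 100% = wells lacking Arfgap1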
#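 System: truncated rat Arfgap1 GAP domain / Benchmarks: high control wells lacking Arfgap1, low control full reaction with DMSO / Times: compound-enzyme preincubation 20 min, reaction 120 min, detection 60 min, 25 °C / Repeats: one replicate per compound / Also added: human ARF1(Δ1-17)-GTP substrate / Measured by: Tracer-displacement fluorescence polarization with EDTA stop, 620/688 nm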
# NPR2 activator = human GC-B receptor activators, primary screen, HEK293 GC-B cells, cGMP TR-FRET, EC30 CNP. 0% at EC30 CNP, 100% saturating CNP. activation, % at 10 µM. 370,000 tested, 0.11% active. AID 1920062, 2024;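 active = activation at 10 µM reaching about 35% in either raw or pattern-adjusted values, limit read from the data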
# Target sequence (P20594 whole entry, looked up): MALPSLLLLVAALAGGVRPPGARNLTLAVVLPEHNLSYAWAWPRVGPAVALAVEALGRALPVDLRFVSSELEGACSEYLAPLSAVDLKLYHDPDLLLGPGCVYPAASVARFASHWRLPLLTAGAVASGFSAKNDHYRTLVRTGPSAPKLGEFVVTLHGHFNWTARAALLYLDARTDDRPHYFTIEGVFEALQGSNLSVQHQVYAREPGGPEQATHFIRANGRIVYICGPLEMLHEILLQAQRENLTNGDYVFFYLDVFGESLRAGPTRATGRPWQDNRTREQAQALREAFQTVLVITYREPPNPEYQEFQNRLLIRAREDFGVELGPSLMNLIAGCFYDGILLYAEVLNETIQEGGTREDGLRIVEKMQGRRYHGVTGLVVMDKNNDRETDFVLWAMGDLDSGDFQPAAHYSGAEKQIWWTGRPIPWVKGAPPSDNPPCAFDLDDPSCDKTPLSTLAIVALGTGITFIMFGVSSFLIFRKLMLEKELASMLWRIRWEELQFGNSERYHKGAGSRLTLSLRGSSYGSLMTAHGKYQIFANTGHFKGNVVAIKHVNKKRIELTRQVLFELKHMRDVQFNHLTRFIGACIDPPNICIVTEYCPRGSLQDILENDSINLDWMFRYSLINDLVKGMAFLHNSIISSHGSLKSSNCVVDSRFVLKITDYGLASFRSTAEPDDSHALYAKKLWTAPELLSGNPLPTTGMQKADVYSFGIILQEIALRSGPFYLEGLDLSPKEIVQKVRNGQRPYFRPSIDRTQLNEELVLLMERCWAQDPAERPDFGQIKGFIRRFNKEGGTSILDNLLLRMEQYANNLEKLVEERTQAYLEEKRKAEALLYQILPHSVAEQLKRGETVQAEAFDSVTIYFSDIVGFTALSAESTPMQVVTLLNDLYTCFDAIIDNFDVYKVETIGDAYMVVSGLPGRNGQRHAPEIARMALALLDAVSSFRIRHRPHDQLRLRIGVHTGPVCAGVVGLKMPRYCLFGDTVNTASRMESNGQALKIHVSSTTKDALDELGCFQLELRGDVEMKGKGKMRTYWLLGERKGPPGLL
# NPR1 activator = GC-A stimulated cGMP production enhancers – HEK293 GC-A cells, cGMP TR-FRET, EC30 ANP, primary screen; activation, % at 10 µM; Atrial natriuretic peptide receptor 1 (Homo sapiens), P16066; AID 1671463, 2021; 370,000 tested, 0.14% active; 0% at EC30 ANP, 100% saturating ANP; in the data active = activation above about 40%
# SMARCA2 act = SMARCA2 (BRM) function activators, primary screen, cell-based, luminescence, high throughput; MG213 cells, MMTV-luciferase reporter, dexamethasone, overnight; activation, % at 9.1 µM; 370,000 tested, 1% active; AID 652017, 2013; in the data active = activation above about 7.8%;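 note: 0% = vehicle wells and 100% = reference activator wells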
# HTRA1 inh = HTRA1 serine protease inhibitors, primary screen, biochemical, fluorescence polarization, HTS | inhibition, % at 5.96 µM | recombinant HTRA1, FP-rhodamine activity-based probe | Q92743 | AID 504803, 2011 | 340,000 tested, 0.5% active; in the data active = inhibition above about 36%;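 note: 0% = enzyme with DMSO and 100% = wells lacking enzyme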
# ASAP1 inh = inhibitors of human ASAP1 ArfGAP activity, primary screen, biochemical, fluorescence polarization | ASAP1-stimulated ARF1 GTP hydrolysis, GDP FP detection | inhibition, % at 16.5 µM | 360,000 tested, 0.19% active | AID 624377, 2012; in the data active = inhibition above about 25%;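 note: 0% = vehicle with enzyme and substrate and 100% = no enzyme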
# rCAG RNA binder = binders of r(CAG) RNA repeats, primary screen, biochemical, fluorescence; 370,000 tested, 1.3% active; inhibition, % at 3 µM; AID 651821, 2012; r(CAG) RNA repeat, TO-PRO-1 dye displacement fluorescence;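 active = inhibition above the plate cutoff, the mean of all test compounds on that plate plus 3 SD, cut at about 35% in these data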;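 note: 0% = DMSO alone and 100% = 100 µM mitoxantrone as full dye displacement; higher means more dye released from RNA so lower well fluorescence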
# Starred values were filed as active, the others as inactive; / = no result given. Outcome played no part in choosing rows; about 4.4% have a hit in one of these screens.
# Sequence of screens – ABHD4 inh	PG9 binder	NR1D1 modulator	ARFGAP1 inhibitor	NPR2 activator	NPR1 activator	SMARCA2 act	HTRA1 inh	ASAP1 inh	rCAG RNA binder
COc1ccc(CN2CC(C(=O)NCc3ccccn3)CC2=O)cc1 (configuration not stated)
 : 3.3	0.8	-0.4	-0.7	-0.9	3.8	0.4	5.8	-7.4	0.8
N#Cc1ccsc1NC(=O)C1CCN(C(=O)c2ccc(Cl)cc2)CC1
 : 4.1	-2.5	6.2	10.5	-11.2	-3.6	-1.8	-2.9	-0.4	-2.0
CN(C)CCCNC(=O)C1CCNCC1
 : -6.1	0.9	0.8	4.8	8.3	3.2	-0.1	6.8	4.5	-0.2
COc1ccc(C2c3ccsc3CCN2C(=O)C(C)(C)C)cc1 (configuration not stated)
 : 2.4	-1.6	-2.1	-3.2	-8.7	-8.5	-2.9	0.7	2.9	-7.4
N#Cc1ccc(-c2ccccc2)nc1SCCN1CCOCC1
 : 6.1	-2.5	1.9	8.6	1.5	-2.0	-0.9	1.3	10.5	-6.6
Fc1ccc(-c2nnn(Cc3ccccc3Cl)n2)cc1
 : -11.6	-0.3	-4.1	-6.8	4.6	-1.1	-0.3	-10.1	-11.5	3.0
CC(=O)N1CCc2cc(C(=O)CN3CCN(c4ccccc4F)CC3)ccc21
 : 1.3	-0.7	-4.7	-16.8	2.4	1.7	0.0	2.2	0.5	3.3
CCc1nc2ccccc2n1CC(=O)NC1CCS(=O)(=O)C1 (configuration not stated)
 : -2.5	0.2	-0.3	-4.2	3.9	0.9	0.5	3.1	1.9	-0.2
COc1ccc(C(O)P(=O)(OC(C)C)c2ccc(N(C)C)cc2)c(OC)c1 (configuration not stated)
 : -0.7	0.2	1.1	12.8	7.1	5.0	-0.4	1.5	-8.0	-10.4
CC(C)Oc1cccc(-c2cc(C(=O)N3CCN(c4ncccn4)CC3)c3ccccc3n2)c1
 : -17.4	-0.8	-1.2	2.9	7.0	2.9	1.5	-37.0	-0.9	4.9
NS(=O)(=O)c1cccc(NC(=O)CC23CC4CC(CC(Br)(C4)C2)C3)c1
 : 0.5	0.1	-2.0	7.2	-0.7	-6.7	-3.3	-4.1	6.5	6.2
COc1cccc(NC(=S)N(Cc2ccc(C)cc2)Cc2ccccn2)c1
 : -4.0	3.1	-3.5	-4.3	-6.3	-4.5	-5.4	-6.8	4.2	-3.1
Oc1[nH]c2ccccc2c1N=NC(=S)NCC1CCCO1 (configuration not stated)
 : 9.6	-9.5	3.6	-3.2	0.3	0.4	-0.5	7.4	3.1	2.8
CCCCOc1ccc(C(=O)N2CCC(C)CC2)cc1
 : 6.9	-1.8	5.2	9.5	3.1	5.7	-1.6	-4.0	4.7	-8.0
CC(=O)NC1CCC(=O)C=C1c1ccccc1 (configuration not stated)
 : -0.3	0.5	0.7	-1.2	1.8	-1.2	0.3	-1.6	4.0	1.4
Cc1ccc(NC(=S)NCCc2ccc(F)cc2)c(C)c1
 : -13.0	-3.0	-2.6	-9.9	0.1	-1.1	-1.0	-7.8	-6.8	-0.8
CCOC(=O)c1nn(-c2ccccc2)c2nnc(Cc3ccccc3)c(=O)n12
 : -6.2	-1.4	-1.8	2.7	-6.3	-1.3	-2.0	-4.7	-6.2	-0.3
CC(=O)c1cc(-c2ccc(-c3ccccc3)c(F)c2)c(=O)n2c1CCC2
 : -3.6	/	-1.5	/	-2.9	7.2	0.0	/	/	3.0
COc1cccc(NC(=O)CSc2nc3ccccc3cc2Cc2ccccc2)c1
 : -3.6	-0.6	4.0	5.5	3.0	4.1	-3.6	-21.7	-4.6	5.0
Cc1ccc(NC2=NC(=S)N(CC#N)C23CCCCC3)cc1
 : -8.6	-1.0	5.3	-2.7	3.4	0.5	-2.2	-1.0	2.1	-2.0
COc1ccc(/C=N/NC(=O)C(C)N(c2ccc(OC)cc2)S(C)(=O)=O)cc1 (configuration not stated)
 : -3.9	0.3	-3.5	-7.7	1.6	1.4	-4.0	7.5	-6.1	-1.5
COc1ccc(S(=O)(=O)N2CCC(C(=O)NC3(C)CCS(=O)(=O)C3)CC2)cc1OC (configuration not stated)
 : -10.1	-3.0	2.5	-2.9	-2.4	-0.4	0.1	-1.9	1.9	4.2
O=C(C1CCCN(c2ncccn2)C1)N1CCc2ccccc21 (configuration not stated)
 : -0.3	-0.4	1.1	-6.4	0.0	-2.9	-2.4	2.3	-3.1	-8.2
CCC(C(=O)NC1CCCC1)N(C(=O)c1snc(C(N)=O)c1N)c1ccc2c(c1)OCCO2 (configuration not stated)
 : /	/	34.2*	/	-5.3	-4.7	/	-7.2	/	/
Cc1ccc(O)c(C2=NNC(c3ccc(Cl)cc3)C2)c1 (configuration not stated)
 : -4.2	-0.5	2.4	6.4	-7.9	4.6	0.7	-15.4	0.7	16.2
COc1ccccc1OCC(=O)Nc1ccccc1C(=O)N1CCCC1
 : -2.0	-1.5	5.5	-6.0	1.1	-4.2	-2.6	-2.5	-8.9	-3.8
COc1ccc(S(=O)(=O)N(C)CC(=O)NCc2cccnc2)cc1
 : 0.4	-1.1	-3.8	10.6	-2.2	-4.4	-2.6	3.2	1.0	0.0
CC(C)C[C@@H](CNCC(=O)[C@H](C)NC(=O)c1[nH]cnc1C(=O)N[C@@H](C)CN)NC(=O)c1nc[nH]c1C(=O)N[C@@H](CC(=O)O)C(=O)O
 : 10.9	-0.2	-0.5	5.0	1.0	3.9	-1.1	5.1	3.5	1.1
CC(C)Cn1c(C(C)C)nc([N+](=O)[O-])c1S(=O)(=O)c1ccc(F)cc1
 : -6.8	-2.0	0.4	-3.6	18.6	7.8	2.4	-2.7	-6.9	-3.7
Cc1ccc(NC(=O)C2CCN(S(=O)(=O)c3ccc4c(c3)OCCO4)CC2)c(O)c1
 : -5.5	-0.7	-0.1	-2.3	-1.0	-2.4	-0.8	-7.6	8.8	11.1
COc1ccc(-c2noc(C3CCCN(C(=O)Nc4cccc(C)c4)C3)n2)cc1 (configuration not stated)
 : -9.7	/	-6.8	/	-6.3	-8.7	-5.1	/	/	6.7
Cc1cc(C)nc(/N=C(\N)Nc2ccc(SC(F)F)cc2)n1
 : -3.1	0.3	-4.1	-1.3	-1.9	2.9	-4.3	2.3	2.5	14.8
Cc1ccc(NC(=O)c2sc3nc[nH]c(=O)c3c2C)c(C)c1
 : 3.1	0.5	3.7	5.7	-0.4	-2.0	-0.1	-2.0	6.3	-1.8
Cc1[nH]c(N=Nc2ccccc2)nc1N=Nc1ccccc1
 : 45.4*	-6.1	0.6	10.1	0.0	-1.9	-3.7	73.5*	-1.3	5.4
CSc1nc2nccc(-c3ccc(-c4ccccc4)cc3)n2n1
 : -10.7	-1.9	10.2	3.2	-8.0	5.4	0.9	-10.9	-8.3	4.0
COc1cc(S(=O)(=O)NC2CCCCC2C)ccc1-n1cnnn1 (configuration not stated)
 : 2.2	-0.7	-4.8	4.3	-0.6	-6.2	-2.5	-0.6	-14.6	-1.7
CN1CCN(c2ccccc2NC(=O)COc2ccccc2)CC1
 : 0.4	-2.0	4.6	-5.3	-3.5	-4.0	-2.3	1.6	-5.7	-6.9
Cc1cc(CNC(=O)CC2C(=O)NCCN2Cc2ccccc2)nn1C (configuration not stated)
 : 1.1	-1.2	-0.3	-1.2	-0.5	2.4	-3.2	3.3	3.2	0.9
CCOc1ccc(NC2OC(CO)C(O)C(O)C2O)c([N+](=O)[O-])c1 (configuration not stated)
 : -1.4	-1.9	-1.6	0.1	-1.6	0.2	2.0	-2.6	-19.7	-1.7
N#Cc1ccsc1NC(=O)CSc1nnnn1-c1ccc(O)cc1
 : -2.5	-0.1	5.4	14.7	-5.8	-5.0	0.8	0.6	9.1	15.0
O=C(c1cc2cc(F)ccc2[nH]1)N1CCN(C(=O)c2ccco2)CC1
 : 5.1	-1.1	4.8	-1.9	9.0	10.6	-1.6	-14.3	1.9	5.3
Cc1oc(-c2cccs2)nc1CNC[C@H]1O[C@@H](n2cnc3c(N)ncnc32)[C@H](O)[C@@H]1O
 : -0.8	-0.3	-1.4	-2.0	-7.7	3.0	2.7	1.3	-9.1	1.9
Cc1ccc(S(=O)(=O)N2CCCC2c2nc3ccccc3s2)cc1 (configuration not stated)
 : -1.0	-0.6	7.0	6.0	-4.5	-0.8	1.6	1.7	5.4	3.4
CCOCCCNC(=S)NC1CC2CCC(C1)N2Cc1ccccc1 (configuration not stated)
 : -0.1	-1.9	2.1	-3.3	6.4	-4.1	-3.0	/	-9.7	-1.3
O=C(NCc1ccc(Cl)cc1)C1CCN(c2nnc(N3CCCC3=O)s2)CC1
 : 6.1	0.3	-0.7	2.5	5.6	-0.6	-0.5	1.6	1.6	0.5
O=C(Nc1ccc(N2CCOCC2)cc1)Nc1cnsn1
 : 8.2	-2.5	-0.6	-2.1	0.4	-1.1	1.7	6.3	-9.9	5.0
Cc1cn(-c2cc(NC(=O)c3ccc(C)c(Nc4nccc(-c5cccnc5)n4)c3)cc(C(F)(F)F)c2)cn1
 : -1.4	/	-9.8	/	22.3	13.6	-4.4	/	/	1.8
COc1ccc(-c2c(C)oc3c(CN4CCN(CCO)CC4)c(O)ccc3c2=O)cc1OC
 : -3.5	1.1	-1.9	7.2	-0.1	-0.2	0.7	-2.2	-11.7	-1.9
CC(=O)N1c2ccc(S(=O)(=O)NCC3CCC(C(=O)NCc4ccccc4)CC3)cc2CC1C (configuration not stated)
 : 5.2	-0.9	4.3	1.9	0.3	0.6	-2.5	-3.5	-2.6	-4.8
S=C(SCc1c(Cl)cccc1Cl)N1CCSCC1
 : -17.2	-0.5	1.3	18.6	0.2	0.6	-4.3	/	-6.6	0.7
O=C(/C=C/c1ccc(F)cc1)NC(=S)N1CCN(Cc2ccccc2)CC1
 : 0.4	-2.2	-5.2	1.6	-3.5	-4.0	-3.5	-1.0	-2.4	8.0

# Gathered by group, those above with a nitro group on carbon
# Sequence of screens – ABHD4 inh	PG9 binder	NR1D1 modulator	ARFGAP1 inhibitor	NPR2 activator	NPR1 activator	SMARCA2 act	HTRA1 inh	ASAP1 inh	rCAG RNA binder
CC(C)Cn1c(C(C)C)nc([N+](=O)[O-])c1S(=O)(=O)c1ccc(F)cc1
 : -6.8	-2.0	0.4	-3.6	18.6	7.8	2.4	-2.7	-6.9	-3.7
CCOc1ccc(NC2OC(CO)C(O)C(O)C2O)c([N+](=O)[O-])c1 (configuration not stated)
 : -1.4	-1.9	-1.6	0.1	-1.6	0.2	2.0	-2.6	-19.7	-1.7

# Compound activity: PubChem BioAssay, several laboratories
